Cardiac RTF inh – cardiac RTF calcium sensitivity inhibitors, primary screen, biochemical, IANBD-TnC fluorescence, EC70 calcium. IANBD-labeled cardiac RTF, Ca2+ fluorescence. inhibition, % at 7.15 µM. Troponin I, cardiac muscle (Homo sapiens) + Troponin T, cardiac muscle (Homo sapiens) + …. hit rate 0.12% among 340,000. AID 493244, 2011;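 active = inhibition above the mean inhibition of all tested compounds plus 3 SD, cut at about 17% in these data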;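 note: assay run at fixed EC70 calcium of 1.6 mM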
Pemphigus Ab inh – inhibitors of pemphigus antibody binding to DSG3, primary screen, biochemical, bead-based, flow cytometry, scFv-GFP. Desmoglein-3 (Homo sapiens), P32926. DSG3-coupled beads, scFv-anti-DSG3-GFP binding; active compounds read low. binding (percent of control), % at 10 µM. hit rate 0.48% among 310,000. AID 588358, 2011;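 active = binding more than 3 SD below its plate's average and above zero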;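 note: hits lower antibody fragment binding to DSG3; some compounds called inactive have numbers as strong as hits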
C-LANA FP – inhibitors of KSHV C-LANA binding to DNA, primary screen, biochemical, fluorescence polarization, FAM-LBS DNA, MBP-C-LANA, single point; Kaposi's sarcoma herpesvirus LANA C-terminal domain (residues 932-1162) DNA binding; inhibition, % at 9 µM; hit rate 0.078% among 340,000;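 active = highest replicate inhibition at or above 60% at 9 µM, even if other replicates fall short; inactive = all replicates below 60% inhibition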;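 note: 0% = neutral control wells and 100% = 4 µM acridine orange control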
V-ATPase pH – regulators of yeast V-ATPase proton pumping, primary screen, pHLuorin cytosolic pH fluorescence; S. cerevisiae; response, % at 10 µM; hit rate 0.37% among 350,000; in the data active = response mostly above about 7.3%, no sharp cut-off; inactive = mostly below about 5.4%; note: actives read high; inactives centre near 0; some compounds called inactive have numbers as strong as hits; reference of the scale not given here
Keap1 Nrf2 FP – Keap1-Nrf2 protein-protein interaction inhibitors, primary screen, biochemical, fluorescence polarization, single point; inhibition, % at 9.4 µM; Keap1 Kelch-Nrf2 peptide fluorescence polarization, 1536-well; hit rate 0.15% among 340,000; in the data active = inhibition above about 12%;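 note: human Keap1 Kelch domain with fluorescein labeled Nrf2 9mer peptide probe; 0% = neutral control wells and 100% = peptide positive control; higher means more block of Keap1 binding to Nrf2 peptide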
Target sequence (Q14145 whole entry, looked up, the tested form may be a part): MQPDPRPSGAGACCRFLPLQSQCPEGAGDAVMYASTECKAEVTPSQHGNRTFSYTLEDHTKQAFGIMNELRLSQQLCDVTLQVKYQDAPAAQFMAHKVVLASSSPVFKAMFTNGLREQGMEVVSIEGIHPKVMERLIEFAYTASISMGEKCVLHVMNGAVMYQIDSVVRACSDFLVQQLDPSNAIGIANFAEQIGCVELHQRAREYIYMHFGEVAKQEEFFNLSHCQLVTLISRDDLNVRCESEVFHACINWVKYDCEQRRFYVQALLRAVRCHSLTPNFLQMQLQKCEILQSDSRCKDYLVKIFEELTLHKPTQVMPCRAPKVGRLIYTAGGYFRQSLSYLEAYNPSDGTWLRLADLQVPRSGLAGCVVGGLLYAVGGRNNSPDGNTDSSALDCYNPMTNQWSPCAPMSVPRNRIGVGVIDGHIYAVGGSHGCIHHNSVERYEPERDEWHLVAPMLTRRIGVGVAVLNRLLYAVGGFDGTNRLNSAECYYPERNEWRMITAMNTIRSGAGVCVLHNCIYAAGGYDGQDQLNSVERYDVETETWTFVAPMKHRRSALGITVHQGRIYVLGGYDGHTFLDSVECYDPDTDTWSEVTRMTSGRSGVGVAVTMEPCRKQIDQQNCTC
OPRM1-OPRD1 ag – agonists of OPRM1-OPRD1 heterodimerization, primary screen, cell-based, luminescence | Mu-type opioid receptor (Homo sapiens) + Delta-type opioid receptor (Homo sapiens), … | cells | activation, % at 9.3 µM | hit rate 0.3% among 340,000 | AID 504326, 2011; in the data active = activation above about 18%;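 note: 0% = vehicle-treated cells and 100% = reference agonist; values of inactives mirror those of a sister screen read the other way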
cardiac RTF act – cardiac RTF calcium sensitivity activators, primary screen, biochemical, IANBD-TnC fluorescence, EC20 calcium; Troponin I, cardiac muscle (Homo sapiens) + Troponin T, cardiac muscle (Homo sapiens) + …; IANBD-labeled TnC RTF fluorescence at EC20 calcium; 0% EC20 calcium, 100% full calcium; activation, % at 7.2 µM; hit rate 0.24% among 340,000; AID 493008, 2010;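 active = activation above the mean over all tested compounds plus 3 SD, cut at about 30% in these data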;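 note: rise in fluorescence read as greater calcium sensitivity of cardiac thin filaments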
Arrestin-AP2 inh – inhibitors of beta-arrestin/AP2 binding, primary screen, biochemical, GPCR trafficking, flow cytometry. inhibition, % at 10 µM. beta-arrestin 1 C-terminal peptide binding to AP2 beta2-adaptin appendage (human). hit rate 0.31% among 340,000. FITC-arrestin peptide / GST-AP2 beads; AP2 beta2 appendage carries R879A mutation;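 active = inhibition above a set limit, near 3 SD of compounds lacking own fluorescence, cut at about 54% in these data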;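 note: plate controls were DMSO wells for no effect and 5 µM unlabelled arrestin peptide for full effect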
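Material – AP2 appendage R879A on GSH beads · Buffer or medium – PBS with 0.05% Tween 20 and 0.1% BSA · Probe or stimulus – fluorescein-tagged arrestin peptide at 50 nM final · Incubation – compound with beads 12 min RT, then probe 1 h RT · Detection – high-throughput flow cytometry of beads, ex 488, em 535 nm · Evaluation – percent response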
Wnt act – Wnt/beta-catenin pathway activators, primary screen, cell-based, plate reader, single point; Wnt/beta-catenin reporter cell assay, activator; activation, % at 9.35 µM; hit rate 1.2% among 300,000; AID 743398, 2014; in the data active = activation above about 30%, passing the limit was not always enough;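 note: 0% = neutral control wells and 100% = positive control wells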
OPRM1-OPRD1 inv – inverse agonists of MOR-DOR heterodimerization, primary screen, cell-based, luminescence. cell-based MOR-DOR heterodimer luminescence, inverse agonism. inhibition, % at 9.3 µM. hit rate 0.21% among 340,000; in the data active = inhibition above about 22%, passing the limit was not always enough;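 note: 0% = cells with DMSO and 100% = wells without cells with DMSO; values of inactives mirror those of a sister screen read the other way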
* hit, by the source's call; / = not tested or not shown.

SMILES	Cardiac RTF inh	Pemphigus Ab inh	C-LANA FP	V-ATPase pH	Keap1 Nrf2 FP	OPRM1-OPRD1 ag	cardiac RTF act	Arrestin-AP2 inh	Wnt act	OPRM1-OPRD1 inv
CCN(CC)S(=O)(=O)c1ccc(N2CCOCC2)c(NC(=O)C(C)Oc2ccc(F)cc2)c1 (stereo not drawn)	-5	110	-0.2	0	-2	-2.3	-2	-13	-15	9
S=c1[nH]c2ccccc2n1CCc1ccncc1	-6	96	-4.1	-3	4	-0.8	2	-9	4	4
Cc1ccc(NC(=O)CN(C)C(=O)CSc2ccccc2F)cc1	-8	118	-1.5	0	-2	-2.0	9	19	-2	10
NC(=O)NCc1ccc(F)cc1	-21	99	-0.3	7	-4	-0.1	-2	15	-3	0
CC12CCC(C(N)C1=O)C2(C)C (stereo not drawn)	2	116	-0.7	-2	-5	-1.4	10	-14	3	7
Cc1nc(C)c(C(=O)OCC(=O)NCc2ccccc2)s1	-12	/	3.2	6	-5	0.2	5	-1	-3	-1
O=C(NCc1ccc2c(c1)OCO2)c1cc(=O)[nH]c2ccccc12	-6	93	0.2	9	-4	-3.8	1	-15	2	19
COc1ccccc1N(C)S(=O)(=O)c1ccc(C)c(C(=O)NCc2ccccn2)c1	13	103	1.3	0	2	-1.6	4	-13	-1	6
O=c1c2ccccc2ncn1-c1ccc([N+](=O)[O-])cc1Cl	-4	115	1.7	0	1	-0.5	-2	-6	1	3
CCCCNC(=O)/C(C#N)=C/c1cccnc1	-1	103	-0.6	-6	-6	-3.2	-1	9	-1	15
Cc1ccc(-c2nnc(CSc3nc4cc5c(cc4cc3C)OCO5)o2)cc1	-16	99	-0.1	1	-2	-0.7	5	13	1	4
CCOC(=O)CC1C(=O)NCCN1C(=O)COc1ccc(Br)cc1C (stereo not drawn)	-5	99	1.2	2	-6	-1.3	-1	-6	/	6
Cc1ccc(N2Cc3ccccc3C2=S)cc1	-8	106	1.0	-4	-1	-3.0	1	10	16	16
CN[C@H]1CCc2cc(OC)c(OC)c(OC)c2-c2ccc(N(C)CC(OC)OC)c(=O)cc21	-8	96	-0.1	-4	-5	-2.8	-5	12	-6	13
CCN(CC)CCCNC(=O)c1cc(-c2ccc(Cl)cc2)on1	-12	102	-0.1	2	3	0.3	-7	18	/	-2
COc1ccc(-c2nn(-c3ccccc3)cc2/C=C(/C#N)C(N)=O)cc1[N+](=O)[O-]	-10	100	0.6	-1	-4	-1.1	-1	0	/	6
CCOc1cc(C(=O)N2CCC3(CC2)NCCc2[nH]cnc23)cc(OCC)c1OCC	0	96	-1.4	1	-3	-2.7	-5	17	-1	13
O=C(CCn1ccnc1)Nc1cc(Cl)ccc1O	6	114	-0.1	-6	0	0.0	-6	10	-2	0
COc1ccc(C2CC(c3ccccc3Cl)Nc3ncnn32)cc1OC (stereo not drawn)	-10	/	3.6	1	-3	-1.7	-2	4	/	10
Cc1sc2nc(CSc3cccc(C(F)(F)F)c3)[nH]c(=O)c2c1C	0	105	0.8	5	2	3.7	2	35	0	-19
Cn1c(Cc2cccs2)nnc1SCC(=O)N1CCc2ccccc21	-10	96	3.4	0	1	-2.6	5	9	0	15
CCNc1nc(NCC)nc(OCC(=O)O)n1	-1	100	-1.2	2	0	-2.3	1	36	0	12
Cn1c(N)c(C(=O)COC(=O)C2=NNC(=O)CC2)c(=O)n(C)c1=O	4	107	-1.5	-1	-8	-2.6	8	-10	6	14
O=C(CN1C(=O)CSc2ccc(S(=O)(=O)N3CCCCC3)cc21)NCc1ccccc1Cl	-2	103	-1.2	-1	-3	-1.0	-3	-9	4	5
CCc1nnc(NC(=O)CCN2C(=O)/C(=C/c3cc(OC)c(OC)c(OC)c3)SC2=S)s1	-4	105	-0.1	-8	-2	-0.4	-2	10	1	2
Cc1c(O)ccc(C(=O)CN2CCN(c3ccc(F)cc3)CC2)c1O	0	105	0.7	1	-2	-3.4	2	-5	2	17
CC(=O)Nc1sc2c(c1C(c1ccc(Cl)cc1)N1CCOCC1)CCCC2 (stereo not drawn)	-6	99	0.5	-4	2	1.7	-1	-5	/	-9
CS(=O)(=O)c1ccc(C(=O)Nc2ccc(N3CCCC3)cc2)c(Cl)c1	-8	99	3.9	-2	0	-3.7	3	0	-3	18
COCCCNC(=O)CC(NCCCOC)C(=O)O (stereo not drawn)	4	96	-0.2	-1	-4	1.6	-2	6	-3	-11
CC(C)c1ccc2c(c1)[C@H]1OCC[C@H]1[C@@H](c1cccs1)N2	-11	108	-1.0	-4	-3	8.3	0	-5	/	-43
COc1ccc2nc(Nc3nc4cc5c(cc4s3)OCCO5)sc2c1	2	102	1.0	1	4	-1.8	3	4	7	9
CCOc1cc(-c2nc3n(c(=O)c2C#N)CCS3)ccc1O	-11	94	0.8	2	-4	-3.6	1	5	0	21
CCC(C(=O)Nc1ncc(C)s1)c1ccccc1 (stereo not drawn)	2	98	-0.1	-3	1	-1.1	3	3	2	6
O=C(O)COc1ccccc1C=NNC(=O)c1ccc(NS(=O)(=O)c2cccs2)cc1	1	97	0.1	3	4	-1.4	2	-10	3	6
Clc1ccccc1C=NNc1ccccn1	-6	90	0.1	0	3	2.9	-5	-4	39*	-15
C=CCN1CCN(C(=O)c2oc3ccccc3c2C)CC1	1	101	-0.5	-1	1	-2.3	-1	0	2	12
CC(=O)O/N=C/c1c(NCc2ccccc2)nc2c(C)cccn2c1=O	/	101	/	-1	/	/	/	43	2	/
CCCN1CCN(C(=O)C2CCN(S(=O)(=O)c3ccc4c(c3)oc(=O)n4C)CC2)CC1	-8	106	2.2	-1	-8	-3.8	2	-4	-5	19
CN(C)c1ccc(/C=N/N2CCN(c3ccccn3)CC2)cc1	-2	97	0.0	-1	-2	-2.4	5	1	43*	12
CN(C)c1nc(SCc2ccc(Cl)cc2)nc2c1CCCC2	-1	102	-0.5	-2	2	1.7	-10	-3	/	-9
O=C(Nc1nnc(-c2cccs2)o1)c1cccc(C(F)(F)F)c1	-5	98	1.1	0	5	-2.7	3	2	0	15
Cc1cccc(C(=O)O/N=C(\N)c2ccccn2)c1	-5	111	0.8	0	4	1.8	2	22	-4	-10
S=c1[nH]nc(-c2ccccn2)n1/N=C/c1cccs1	11	97	-2.0	2	4	-3.4	-2	-10	0	18
CC(C)(C)C(=O)NC(=C(Cl)Cl)P(=O)(O)O	3	99	-1.4	0	-5	-2.6	-4	-3	-4	14
CCC1CCCCN1CCCNC(=O)CN1C(=O)CSc2ccc(S(=O)(=O)N3CCC(C)CC3)cc21 (stereo not drawn)	-4	100	0.8	1	0	-0.3	-2	-12	0	2

Of the compounds above, three contain a cyano group.
SMILES	Cardiac RTF inh	Pemphigus Ab inh	C-LANA FP	V-ATPase pH	Keap1 Nrf2 FP	OPRM1-OPRD1 ag	cardiac RTF act	Arrestin-AP2 inh	Wnt act	OPRM1-OPRD1 inv
CCCCNC(=O)/C(C#N)=C/c1cccnc1	-1	103	-0.6	-6	-6	-3.2	-1	9	-1	15
COc1ccc(-c2nn(-c3ccccc3)cc2/C=C(/C#N)C(N)=O)cc1[N+](=O)[O-]	-10	100	0.6	-1	-4	-1.1	-1	0	/	6
CCOc1cc(-c2nc3n(c(=O)c2C#N)CCS3)ccc1O	-11	94	0.8	2	-4	-3.6	1	5	0	21

Next part
SMILES	Cardiac RTF inh	Pemphigus Ab inh	C-LANA FP	V-ATPase pH	Keap1 Nrf2 FP	OPRM1-OPRD1 ag	cardiac RTF act	Arrestin-AP2 inh	Wnt act	OPRM1-OPRD1 inv
CCOC(=O)c1cc(C)n(-n2cnnc2)c1C	-12	/	-1.5	5	-3	1.0	3	-5	-6	-5
CC(=O)c1ccc(NC(=O)NC2CC(=O)N(c3ccc4c(c3)OCCO4)C2)cc1 (stereo not drawn)	12	95	1.6	0	0	0.4	-9	-12	0	-3
O=C(Nc1cccc(S(=O)(=O)C(F)F)c1)c1ccc(Cl)c(S(=O)(=O)N2CCOCC2)c1	-3	103	1.6	-6	2	0.9	0	13	-6	-5
CC1CCN(c2c(NCC3CCC(C(=O)N4CCCCC4)CC3)c(=O)c2=O)CC1 (stereo not drawn)	-9	96	-1.3	-1	6	-0.2	-2	20	0	1
Cn1c(=O)c2cc3ccccc3nc2n(C)c1=O	-4	/	-0.8	5	-2	-2.1	8	9	3	10
O=C(O)c1ccc2c(c1)C(=O)N(CCc1c[nH]c3ccccc13)C2=O	-5	93	0.3	-2	-1	-4.5	11	10	16	20
O=C(Cc1cccs1)NCCc1csc(-c2ccccc2)n1	9	94	0.2	1	-1	-0.3	-2	39	3	1

Entries listed above printed as active in Wnt act.
SMILES	Cardiac RTF inh	Pemphigus Ab inh	C-LANA FP	V-ATPase pH	Keap1 Nrf2 FP	OPRM1-OPRD1 ag	cardiac RTF act	Arrestin-AP2 inh	Wnt act	OPRM1-OPRD1 inv
Clc1ccccc1C=NNc1ccccn1	-6	90	0.1	0	3	2.9	-5	-4	39*	-15
CN(C)c1ccc(/C=N/N2CCN(c3ccccn3)CC2)cc1	-2	97	0.0	-1	-2	-2.4	5	1	43*	12

Part of the list above, as a markdown table.
| SMILES | Cardiac RTF inh | Pemphigus Ab inh | C-LANA FP | V-ATPase pH | Keap1 Nrf2 FP | OPRM1-OPRD1 ag | cardiac RTF act | Arrestin-AP2 inh | Wnt act | OPRM1-OPRD1 inv |
| --- | --- | --- | --- | --- | --- | --- | --- | --- | --- | --- |
| CC(=O)c1ccc(NC(=O)NC2CC(=O)N(c3ccc4c(c3)OCCO4)C2)cc1 (stereo not drawn) | 12 | 95 | 1.6 | 0 | 0 | 0.4 | -9 | -12 | 0 | -3 |
| O=C(Cc1cccs1)NCCc1csc(-c2ccccc2)n1 | 9 | 94 | 0.2 | 1 | -1 | -0.3 | -2 | 39 | 3 | 1 |
